CHRM4 antagonist: blocks acetylcholine activation of human M4 receptor. CHO-hM4 cells, ACh EC80, Fluo-8 calcium fluorescence. P08173. hit rate 0.73% among 360,000. inhibition, % at 3 µM;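 active means inhibition above its plate's cutoff, the mean inhibition of sample wells plus 3 SD, cut at about 27% in these data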;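 further: 0% = acetylcholine EC80 with DMSO and 100% = DMSO without agonist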
M5 antag: blocks acetylcholine activation of human M5 receptor; P08912; CHO-hM5 cells, Fluo-8 calcium fluorescence, ACh EC80; inhibition, % at 3 µM; hit rate 0.59% among 360,000; AID 624040;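 active means inhibition above a per-plate cutoff, the mean of that plate's test compounds plus 3 SD, cut at about 27% in these data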;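 further: 0% = acetylcholine EC80 with DMSO and 100% = DMSO without agonist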
CHRM4 agonist: CHRM4 agonism in calcium assay. CHO-K1 hM4/Gqi5, Fluo-8 calcium fluorescence; vehicle 0%, full acetylcholine response 100%. activation, % at 3 µM. hit rate 0.14% among 360,000;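 active means activation above the run mean over all test wells plus 3 SD, cut at about 32% in these data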;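 further: peak over basal fluorescence ratio per well then scaled between controls; 0% = DMSO wells and 100% = acetylcholine at EC100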
IDE inh: inhibits human insulin-degrading enzyme in HEK cells; P14735; FAbetaB cleavage, fluorescence polarization; inhibition, % at 5.59 µM; hit rate 0.41% among 320,000;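 active means percent inhibition above the average of all tested compounds plus 3 SD, set per screening campaign, cut at about 16% in these data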;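 further: IDE supplied by intact live HEK cells; FP after avidin binding of uncleaved biotin substrate so inhibition keeps polarization high; 0% = DMSO wells and 100% = 60 µM reference IDE inhibitor Ii1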
M5 PAM: positive allosteric modulators of human muscarinic M5 receptor | P08912 | CHO-K1 hM5, Fluo-8 calcium, ACh EC20 PAM; 0% = ACh EC20, 100% = ACh EC100 | activation, % at 3 µM | hit rate 0.3% among 360,000 | AID 624038;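 active means activation above the run cutoff, the mean activation of all test compounds plus 3 SD, cut at about 18% in these data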
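Measured by: Fluo-8 calcium fluorescence; material: human M5 receptor in CHO-K1 cells; schedule: Post-acetylcholine fluorescence recording 140 s; benchmarks: low control EC20 acetylcholine (0%), high control EC100 acetylcholine (100%); read-out: Max/basal fluorescence ratio as % of EC20–EC100 ACh window; compound: single dose, 3 µM nominal final test concentration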
CRFR2-BP antag: CRF-BP/CRF-R2 complex antagonism | HEK293 CRF-R2/CRF-BP, CRF-induced calcium fluorescence | inhibition, % at 11.8 µM | hit rate 0.59% among 350,000 | AID 588475;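 active means inhibition of the ligand-induced calcium signal above about 50% at the single tested concentration, limit read from the data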
M5 ag: agonists of human muscarinic M5 receptor (CHRM5). P08912. CHO-K1 hM5 cells, Fluo-8 calcium fluorescence; 0% DMSO wells, 100% maximal acetylcholine response. activation, % at 3 µM. hit rate 0.19% among 360,000;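 active means activation above the run's mean over test compounds plus 3 SD, cut at about 23% in these data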;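 further: signal is peak over basal fluorescence ratio across the kinetic read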
M4 PAM: positive allosteric modulators of human muscarinic M4 receptor; P08173; CHO-K1 hM4/Gqi5, Fluo-8 calcium fluorescence, ACh EC20; 0% = ACh EC20, 100% = maximal ACh; activation, % at 3 µM; hit rate 0.4% among 360,000;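 active means activation above its plate's cutoff, the mean activation of sample wells plus 3 SD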; further: some results filed as inactive read as strong as hits
CRFBP-R2 agonist: agonists of human CRF-binding protein/CRF-R2 receptor complex; HEK293 CRF-R2/CRF-BP, calcium dye fluorescence (FLIPR); percent of saturating CRF peptide response; activation, % at 13.2 µM; hit rate 0.46% among 350,000; AID 588473;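 active means activation of at least 50%, plus an integration ratio under a set limit after plate pattern correction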;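 further: plate controls were neutral control wells without compound for no effect and CRF at EC100 for full effect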
* hit, by the source's call; . = not tested or not shown.

The opening five records (preview)
SMILES	CHRM4 antagonist	M5 antag	CHRM4 agonist	IDE inh	M5 PAM	CRFR2-BP antag	M5 ag	M4 PAM	CRFBP-R2 agonist
Cc1ccc(NC(=O)/C(CN(C)C)=N\O)cc1	-3.9	-7.2	0.3	-2.5	0.3	-2.3	-3.4	18.5	0.1
O=C(O)c1nn(CC(=O)N2CCC(Cc3ccccc3)CC2)c(=O)c2ccccc12	4.9	7.7	3.3	-0.3	-2.9	-8.6	-1.9	-7.2	-1.7
CCN1C(=O)[C@H]2[C@H]3CN=C(SCc4ccc(C(=O)OC)cc4)N3[C@@](C)(C(=O)OC)[C@H]2C1=O	-2.8	-0.3	2.9	.	1.8	-9.9	0.9	-2.4	-2.2
CC(C)(C)NCC(O)COc1ccccc1C(C)(C)C (stereo unspecified)	-2.1	-4.8	2.7	-14.0	5.7	-42.6	-0.3	0.9	0.1
Oc1ccc(-c2nnc(-c3ccc(O)cc3)nn2)cc1	3.1	-2.5	1.4	-6.7	7.5	26.1	13.2	0.1	-4.4

The list itself, from the first entry:
SMILES	CHRM4 antagonist	M5 antag	CHRM4 agonist	IDE inh	M5 PAM	CRFR2-BP antag	M5 ag	M4 PAM	CRFBP-R2 agonist
Cc1ccc(NC(=O)/C(CN(C)C)=N\O)cc1	-3.9	-7.2	0.3	-2.5	0.3	-2.3	-3.4	18.5	0.1
O=C(O)c1nn(CC(=O)N2CCC(Cc3ccccc3)CC2)c(=O)c2ccccc12	4.9	7.7	3.3	-0.3	-2.9	-8.6	-1.9	-7.2	-1.7
CCN1C(=O)[C@H]2[C@H]3CN=C(SCc4ccc(C(=O)OC)cc4)N3[C@@](C)(C(=O)OC)[C@H]2C1=O	-2.8	-0.3	2.9	.	1.8	-9.9	0.9	-2.4	-2.2
CC(C)(C)NCC(O)COc1ccccc1C(C)(C)C (stereo unspecified)	-2.1	-4.8	2.7	-14.0	5.7	-42.6	-0.3	0.9	0.1
Oc1ccc(-c2nnc(-c3ccc(O)cc3)nn2)cc1	3.1	-2.5	1.4	-6.7	7.5	26.1	13.2	0.1	-4.4
O=C(c1ccc(-c2nnc(Nc3ccccc3)c3ccccc23)cc1)N1C[C@H]2C[C@H](C1)c1cccc(=O)n1C2	-9.9	15.1	0.6	4.5	-1.3	6.1	-2.4	1.3	0.2
CC(C)CCOc1ccc(C2CC(=O)N(C)C2=O)cc1 (stereo unspecified)	-2.2	5.4	0.4	1.6	3.5	23.3	-5.2	-2.0	-2.1
N#Cc1ccc2sn(-c3ccccc3)c(=O)c2c1	2.7	-4.8	8.5	.	-1.9	-14.1	6.7	4.7	0.7
O=C(N/N=C/c1ccc(Sc2ccccn2)o1)c1cccc([N+](=O)[O-])c1	1.9	2.8	2.9	1.2	-4.8	23.4	-3.2	0.8	-4.1
O=C(Nc1nnc(-c2ccccc2)s1)c1cccc(S(=O)(=O)N2CCOCC2)c1	4.9	14.9	0.6	-6.3	-0.1	-4.9	-3.3	7.2	6.7
Cc1cc(Nc2ccccc2)n(CCC#N)n1	-2.0	-4.2	0.8	0.7	2.9	40.2	-0.6	2.3	45.1
O=C1C=C(c2ccc(C(=O)O)cc2)C[C@@H](c2ccc(Cl)cc2)C1	12.2	-2.1	3.0	7.1	5.2	5.0	6.0	12.6	0.7
O=C(CC1C[C@H](C(=O)N2CCCCC2)[C@@]2(CCc3ccccc3)c3[nH]c4ccccc4c3CCN2C1=O)NCc1cccc(C(F)(F)F)c1 (stereo partly specified)	-2.3	-4.0	-1.3	-2.2	4.1	0.5	-0.2	7.0	-1.1
Nc1c(/C=C2\C=Nc3ccccc32)c(=O)nc2sc(CC(=O)N3CCOCC3)nn12	-7.6	1.6	0.3	2.7	-1.4	0.0	-2.6	-0.3	0.8
Cc1ccc2ncc(S(=O)(=O)c3ccccc3)c(N3CCCCC3C)c2c1 (stereo unspecified)	0.1	6.3	0.1	1.6	-11.0	-6.5	0.6	-6.0	1.4
Cn1c(=O)c(N=O)c(N)n(Cc2ccccc2)c1=S	-5.3	7.8	1.6	4.7	1.0	14.3	5.2	5.9	-2.5
CCCCNC(=O)CC1SC(=NCC)N(CC)C1=O (stereo unspecified)	1.2	1.6	0.3	4.2	3.1	-18.6	-2.2	11.2	-0.3
Cc1ccc(C(C)C)cc1OCC(=O)NCCCn1ccnc1	-20.3	4.6	0.6	-5.9	8.8	1.9	-12.1	6.6	1.2
CC(=O)Nc1ccc(S(=O)(=O)Nc2nc3ccccc3nc2Nc2cccc(O)c2)cc1	9.7	1.5	0.0	-0.8	6.9	3.7	-1.5	18.3	0.7
O=C(CNc1ccc(F)cc1)c1ccccc1	2.6	16.0	0.8	3.9	-9.5	-2.8	-2.3	-0.4	-0.4
O=C1C=C(O)c2[nH]c(=O)ccc2C1=O	-3.7	-2.6	1.5	.	-6.0	-29.4	-0.3	3.1	-0.2
CCCc1nnc(NC(=O)c2cn(CC)c3cc(N4CCN(C)CC4)c(F)cc3c2=O)s1	-9.0	-12.5	0.9	-6.5	11.8	-1.9	-1.9	1.6	-0.6
O=C1CC/C=C\C[C@@H](CC(=O)N(CCO)Cc2ccccc2)C(=O)N[C@H](Cc2c[nH]c3ccccc23)CO1	5.0	11.1	3.6	-5.4	-7.9	0.7	-0.7	-7.7	-1.1
CCOC(=O)C1=CN(CC)S(=O)(=O)NC1c1ccc(F)c(Cl)c1 (stereo unspecified)	-17.7	-11.3	0.1	.	-1.2	-0.9	-0.6	4.1	-4.2
NC(=O)NC(Cc1ccccc1)c1ccccc1 (stereo unspecified)	-12.7	-0.5	0.7	.	-2.9	-1.5	1.0	4.9	-0.7
CC1=NOC(=O)/C1=C\c1ccc(-c2cccc(Cl)c2)o1	53.6*	19.4	5.8	2.0	-4.7	-43.5	-1.0	3.1	63.6*
CC(=O)Nc1cccc(NC(=O)Nc2ccc(C(C)=O)cc2)c1	-5.2	0.9	1.1	1.0	-4.5	5.6	-0.2	-4.2	0.3
CCOc1ccc(CN(C)C(=O)c2cc(S(=O)(=O)N3CCCC3)ccc2C)cc1	7.0	4.1	3.2	-1.2	-5.6	-2.5	4.2	-6.0	-1.5
Cc1cnc(C(=O)NCCc2ccc(C(F)(F)F)cc2)cn1	7.2	5.5	3.3	-3.0	-2.9	7.7	2.4	-5.4	-0.7
CC(=O)N1CCOc2ccc(S(=O)(=O)N3CCC(C)CC3)cc21	-0.6	3.4	0.7	-6.3	6.5	4.5	-1.0	1.5	-1.0
O=C(CN1CCN(C(=O)c2ccco2)CC1)Nc1ccc(Cl)c(C(F)(F)F)c1	8.2	-7.4	7.0	4.3	-3.9	-6.9	6.1	12.3	0.2
S=C(S)N1CCCC1	-8.0	-3.5	0.7	0.5	6.4	20.8	0.0	6.6	1.2
c1ccc([C@H]2CNCCN2CCc2cccc3ccccc23)cc1	19.3	1.7	5.0	8.7	1.5	-14.9	-4.2	4.2	7.1
CC1COc2c3ccccc3nn21 (stereo unspecified)	-9.8	6.4	0.3	.	-4.2	.	0.7	3.4	.
CCC(Sc1ncccc1C(=O)OC(C)C)C(=O)N1CCOCC1 (stereo unspecified)	6.8	3.4	1.3	-1.5	0.3	5.7	4.3	6.7	-1.5
CN(C(=O)c1cc(Cl)c2c(c1)OCCO2)c1c(N)n(Cc2ccccc2)c(=O)[nH]c1=O	-1.9	-10.1	0.3	.	5.5	-6.0	1.3	13.6	0.6
O=C(CC1Sc2ccccc2NC1=O)Nc1cccc(-c2nnc3n2CCCCC3)c1 (stereo unspecified)	0.5	7.1	-0.4	16.5*	-6.0	5.8	-5.4	-2.4	-0.5
O=Cc1cn(-c2ccccc2)nc1-c1ccc2c(c1)OCCO2	-3.4	0.2	1.0	5.6	-3.8	61.1*	-6.7	10.4	5.3
COCCNC(=O)C1Cc2c(-c3ccc(NC(C)=O)cc3)ccnc2O1 (stereo unspecified)	1.7	-0.8	0.3	.	4.0	.	1.1	4.3	.
O=C(NCCN1Cc2ccccc2C1=O)c1cccs1	-4.9	-3.4	1.1	3.8	2.7	0.0	-0.9	16.4	-1.4
Cc1c(CCC(=O)NCCCCCC(=O)O)c(=O)oc2cc3occ(-c4ccccc4)c3cc12	-2.9	4.3	2.5	.	-3.1	7.1	-1.9	1.0	-2.0
COC(=O)c1nc2ccccn2c1F	-3.8	4.9	1.3	-2.3	0.7	1.1	0.3	-2.9	-0.3
Cc1cc(C(=O)N2CCCC(N3CCN(c4cccc(Cl)c4)CC3)C2)nc(C)n1 (stereo unspecified)	-1.2	2.3	1.4	-2.5	0.0	20.2	-4.6	1.0	0.6
COC(=O)C1=C(C)N(Cc2ccccc2)C(=S)N[C@H]1c1ccccc1	-12.8	0.2	-1.0	0.8	-3.3	1.1	-8.5	10.4	-5.8
Nc1c(C(=O)O)sc2nc3c(cc12)CCCC3	4.4	-2.4	0.4	-1.1	7.8	4.4	1.3	4.5	2.6
CCCN(C(=O)c1cc(-c2ccco2)nc2ccccc12)c1c(N)n(Cc2ccccc2)c(=O)[nH]c1=O	8.9	-5.8	0.4	-3.6	4.2	11.0	1.5	-6.4	2.1
CSc1ccc(CN(C)Cc2nc3cc(C(F)(F)F)ccc3c(=O)[nH]2)cc1	-8.3	2.5	4.4	9.4	3.7	-6.3	3.6	14.2	-0.5
C=CCOc1ccc(/C=C/C(=O)OCC(=O)N2CCC(c3ccccc3)=N2)cc1	-4.8	3.3	0.3	6.9	0.2	-20.0	0.6	6.5	4.8
Cc1c(CN(C)C(=O)c2ccc(Br)o2)cnn1C	-7.7	-0.7	0.9	-1.6	-1.1	5.1	-1.4	3.0	0.8
CCOC(=O)C1=C(C)N=C2c3ccccc3C(=O)C2C1c1ccc(Cl)cc1 (stereo unspecified)	5.6	0.5	6.1	-8.2	-3.1	-13.9	-1.9	-6.5	0.5
Cc1cc(C)cc(OCCNC(=O)CCc2ccccc2)c1	4.9	3.3	-0.3	4.1	-3.2	23.7	-1.3	2.6	-1.0
O=C(c1cccc(C(F)(F)F)c1)N1CCC(=O)N(C(CO)Cc2ccccc2)CC1 (stereo unspecified)	1.6	10.8	4.9	-1.5	-10.0	-5.9	8.1	4.4	-1.3
CCCCOc1ccc(/C=C/C(=O)NCCc2nc3ccccc3[nH]2)cc1	5.0	8.8	7.5	3.2	-6.3	-32.2	-1.7	-4.2	3.1
CCCNC(=O)c1cc2cc([N+](=O)[O-])ccc2s1	-2.1	-0.4	2.8	9.7	0.1	11.1	4.0	-4.1	-0.9
O=C1CCN(C(=S)NCc2ccccc2)CC1	2.0	5.0	0.8	-1.1	7.8	-15.0	2.5	-4.1	1.4
CCCCCCn1nc(C(=O)OCC(=O)NC2CCS(=O)(=O)C2)c2ccccc2c1=O (stereo unspecified)	-1.6	1.9	5.7	-2.9	7.1	-26.3	-5.7	-5.7	1.0
COC(=O)N1C(=O)[C@@](c2ccccc2)(C2CCCC2)N1C(=O)OC	5.8	14.7	-0.4	5.6	3.7	6.6	-0.8	0.1	-2.3
Cc1ccccc1S(=O)(=O)N(CC(O)CN1CCCCC1)c1ccccc1 (stereo unspecified)	8.5	2.3	-0.1	0.6	5.5	-5.9	-7.0	-4.0	0.3
